# Screening data: PubChem BioAssay, several laboratories
# KLK5 inh = kallikrein 5 (human) inhibition; recombinant hK5, fluorogenic AMC substrate cleavage; inhibition, % at 5 µM; 0.59% of 210,000 active; AID 873;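 active = inhibition of 40% or more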;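 note: 0% = enzyme controls without compound and 100% = no-enzyme blanks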
# Target sequence (Q9Y337 67-293 limits assumed): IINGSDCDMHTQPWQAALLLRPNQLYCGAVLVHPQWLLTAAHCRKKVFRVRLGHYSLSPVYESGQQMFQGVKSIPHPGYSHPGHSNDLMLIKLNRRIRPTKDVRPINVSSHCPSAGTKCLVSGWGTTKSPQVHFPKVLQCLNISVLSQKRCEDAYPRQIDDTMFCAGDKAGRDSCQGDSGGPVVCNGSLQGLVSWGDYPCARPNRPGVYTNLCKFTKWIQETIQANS
# Wee1 stabilizer = inhibitors of human Wee1 degradation; AID 1321; P30291; HeLa Luc-Wee1K328M stability, luciferase luminescence; 100% = proteasome inhibitor MG132 effect; 1.2% of 220,000 active; reporter increase, % at 5 µM;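 active = activation above the mean of all tested compounds plus 3 SD, set per screening run, cut at about 8.8% in these data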;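 note: cells exposed to compound for 20 h before luminescence read; 0% = DMSO alone and 100% = MG132 at 30 µM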
# Target sequence (P30291 whole entry K328M): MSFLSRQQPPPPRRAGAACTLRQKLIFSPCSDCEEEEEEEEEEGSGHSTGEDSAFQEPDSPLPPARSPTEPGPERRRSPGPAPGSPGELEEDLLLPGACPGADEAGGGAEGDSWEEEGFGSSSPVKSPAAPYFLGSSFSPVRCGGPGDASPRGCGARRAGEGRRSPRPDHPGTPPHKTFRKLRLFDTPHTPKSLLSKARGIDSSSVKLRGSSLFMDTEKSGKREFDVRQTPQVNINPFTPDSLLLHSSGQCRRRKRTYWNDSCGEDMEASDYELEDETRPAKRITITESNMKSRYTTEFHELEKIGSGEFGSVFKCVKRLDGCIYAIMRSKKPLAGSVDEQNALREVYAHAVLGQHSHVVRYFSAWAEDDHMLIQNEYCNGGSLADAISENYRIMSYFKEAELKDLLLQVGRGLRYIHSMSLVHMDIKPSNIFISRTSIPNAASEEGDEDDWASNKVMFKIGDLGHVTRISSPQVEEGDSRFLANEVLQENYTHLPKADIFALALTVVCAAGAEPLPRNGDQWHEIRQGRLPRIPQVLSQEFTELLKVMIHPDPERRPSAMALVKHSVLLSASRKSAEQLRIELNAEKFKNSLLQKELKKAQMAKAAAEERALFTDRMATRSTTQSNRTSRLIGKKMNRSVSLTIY
# 14-3-3 Bad PPI = disrupts binding of bovine 14-3-3 zeta to phospho-Bad peptide | P63103 | TR-FRET 14-3-3zeta/Dy647-pBad peptide displacement, 1 h | inhibition, % at 21.7 µM | 0.71% of 220,000 active;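 active = inhibition above about 70%, limit read from the data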;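 note: 0% = full 14-3-3 plus peptide FRET controls and 100% = background without 14-3-3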
# FXIa inh = blocks human coagulation factor XIa protease activity; AID 798; purified FXIa, Boc-Glu-Ala-Arg-AMC fluorogenic substrate; P03951; inhibition, % at 5 µM; 0.14% of 220,000 active;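 active = inhibition of at least 40%; inactive = inhibition below 40%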;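 note: fluorescence of freed AMC excited at 355 nm; 0% = enzyme without compound and 100% = no enzyme blank; many of its hits are not listed in these tables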
# FXIIa inh 1536 = blocks human coagulation factor XIIa protease activity | 0.3% of 220,000 active | AID 800 | inhibition, % at 5 µM | purified FXIIa, Boc-QGR-AMC fluorogenic substrate, 2 h; in the data active = inhibition above about 40%;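 note: 0% = enzyme with no compound and 100% = blank without enzyme; many of its hits are not listed in these tables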
# Runt-CBFb FRET = blocks binding of human RUNX1 Runt domain to CBFb; 0.46% of 220,000 active; AID 1496; Q01196+Q13951; inhibition, % at 20 µM; Cerulean-Runt/Venus-CBFb FRET ratio 530/480, 1 h;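 active = inhibition over about 50% at 20 µM in the single-dose screen, limit read from the data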;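 note: 0% = DMSO wells and 100% = excess unlabeled CBFb competitor control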
#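 Doses: 20 µM compound in 1% DMSO | Material: Cerulean-labeled Runt domain protein | Amount: Each fluorescent fusion protein 100 nM | Schedule: Two 1 h room-temperature incubations shielded from light | Measured by: FRET fluorescence | Evaluation: Loss of energy transfer signal | Controls: Unlabeled CBFb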
# Runt-SMMHC FRET = inhibitors of human RUNX1 Runt domain binding to CBFb-SMMHC. inhibition, % at 20 µM. 0.74% of 220,000 active. Q01196+Q13951. Cerulean-Runt/Venus-CBFb-SMMHC FRET ratio 530/480, 1 h;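 active = mean inhibition across duplicate retests at 20 µM reaching about 50%, limit read from the data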;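 note: 0% = DMSO wells and 100% = wells with excess untagged CBFb-SMMHC; inhibitors lower the FRET ratio by blocking Runt binding to CBFb-SMMHC; some results filed as inactive read as strong as hits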
# Hck Nef HTS = human Hck-Nef kinase inhibition. P08631. Recombinant Hck-YEEI plus Nef, Z-Lyte FRET kinase assay. inhibition, % at 20 µM. 0.68% of 220,000 active. AID 463187;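 active = Hck-Nef kinase inhibition above about 50%, limit read from the data; inactive = inhibition below that limit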;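 note: 0% = DMSO with Hck plus Nef and 100% = Hck alone without Nef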
# Thrombin inh = thrombin (human) inhibition; AID 1046; P00734; alpha-thrombin, Boc-VPR-AMC fluorogenic substrate cleavage; 0.26% of 220,000 active; inhibition, % at 5 µM;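 active = inhibition at or above 40%; inactive = inhibition below 40%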;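 note: 0% = enzyme with no compound and 100% = wells without enzyme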
#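 System: human alpha-thrombin protein; Compound dosing: one concentration per compound, 5 µM, with 0.2% DMSO; Timing: reaction at room temperature; Technique: AMC fluorescence, 355/460 nm; Controls: enzyme without compound as high, wells lacking enzyme as low.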
# The depositor's hits bear a star; . = not tested or not shown; [ ] = another dose, or the depositor's remark.
cpd	structure	FXIIa inh 1536	FXIa inh	Wee1 stabilizer	Runt-CBFb FRET	Hck Nef HTS	KLK5 inh	Runt-SMMHC FRET	Thrombin inh	14-3-3 Bad PPI
1	CCn1nnc(NC(=O)C(c2ccccc2)c2ccccc2)n1	5	-1	3	-1	19	1	-1	-5	1
2	CCOC(=O)CSc1cc(=O)n(CC)c2ccccc12	5	-1	0	-1	0	-1	2	-4	5[fluorescence artefact?]
3	O=C(Nc1ccc(N2CCN(c3ccc(C(F)(F)F)cn3)CC2)nc1)c1cccs1	7	0	3	2	16	-2	2	-4	34
4	Cc1ccc(CNC(=O)Cc2cccs2)cc1	13	3	-2	1	-13	-12	-2	1	-10
5	Cc1cccc(CSc2nn3c(=O)c(C)nnc3s2)c1	1	-7	-2	2	0	9	4	-2	3
6	CC1CC2(CCCCC2)Nc2ccc3ccccc3c21 (stereo not drawn)	19	14	0	11	13	-4	8	3	55
7	CCC(CC)C1C(C#N)=C(N)Oc2cc(C)oc(=O)c21 (stereo not drawn)	12	-19	-1	0	0	7	-2	2	12[fluorescence artefact?]
8	O=C(NCc1cccc(C(F)(F)F)c1)C1CC(c2ccccc2C(F)(F)F)=NO1 (stereo not drawn)	7	1	.	-1	30	1	0	2	-3
9	Cc1cccc(C(=O)OCC(=O)NCc2cccs2)c1	3	-3	4	0	-10	-1	-2	0	-13
10	Cc1cccc(NC(=S)N(Cc2cccc(Br)c2)CC2CCC(C(=O)O)CC2)c1 (stereo not drawn)	-2	-5	-2	0	22	-7	-4	-18	-8
11	c1ccc(-c2nc(N3CCOCC3)cc(N3CCOCC3)n2)cc1	3	-1	1	0	7	-7	-1	0	-14
12	c1cncc(-c2nnc(-c3cccs3)o2)c1	12	4	6	-2	0	-5	-2	-3	4[fluorescence artefact?]
13	COc1ccc(S(=O)(=O)N2CCCC2C(=O)Nc2ccc(C)cc2)cc1 (stereo not drawn)	16	-4	-1	0	0	-4	2	4	0
14	Cn1c(=O)c2c(nc(N3CCc4ccccc4C3)n2Cc2ccc(Br)cc2)n(C)c1=O	-7	4	-2	-1	2	1	-1	0	19[fluorescence artefact?]
15	CC(=O)c1cc(C#N)c(SCC(=O)Nc2nccs2)nc1C	11	-4	8.8*	2	13	1	-4	-10	-8
16	O=S1(=O)C[C@@H](O)[C@@H](Nc2ccc(Cl)cc2)C1	7	6	-2	3	-1	-11	-3	6	-18[fluorescence artefact?]
17	COc1cc(OC)c2ccc(=O)oc2c1C(CC(=O)N1CCOCC1)c1ccc(N(C)C)cc1 (stereo not drawn)	9	4	.	9	9	3	1	2	0
18	CN(Cc1ccccc1)C(=O)CSc1nc2ccccc2c(=O)n1Cc1ccco1	-4	3	3	4	1	-14	4	-1	4
19	CCOC(=O)C1=C(C)NC(=O)NC1c1ccccc1Cl (stereo not drawn)	20	1	-3	-1	6	-13	-3	1	-1
20	COc1ccccc1/C=C/CN1CCOCC1	-15	-17	6	1	0	-33	-1	-3	52[fluorescence artefact?]
21	CCOC(=O)N1CCN(c2cc(C)c([N+](=O)[O-])cc2F)CC1	12	2	1	0	27	1	0	-8	-21
22	O=C(Nc1cccc(Cl)c1)N1N=CCC1c1ccccc1 (stereo not drawn)	2	-5	-4	-1	18	-3	-1	-6	2
23	Cn1ncc(C#N)c1NC(=O)C1CC(c2c(F)cccc2Cl)=NO1 (stereo not drawn)	19	9	1	2	0	-4	-134	6	7
24	CCCCn1c(=O)[nH]c(=O)c2c1nc(-c1ccc3ccccc3c1)n2CC	8	0	-2	-3	20	4	4	-3	0
25	COC(=O)c1c(NC(=O)C2Cc3ccccc3C(=O)O2)sc2c1CCCC2 (stereo not drawn)	3	-4	-3	-3	24	13	0	20	-16[fluorescence artefact?]
26	CNc1nc2c(Cl)cc(Cl)cc2s1	7	2	0	-2	8	0	-2	1	-4
27	O=C(Cc1cccs1)NCc1ccccc1F	8	19	1	-1	-1	-14	4	-6	5
28	CC(NC(=O)C1CCC(CNS(=O)(=O)c2ccccc2)CC1)c1ccc2c(c1)OCCO2 (stereo not drawn)	1	-13	-1	-1	25	-6	3	-14	1
29	CSc1nncc(-c2ccc(F)c(F)c2)n1	26	22	1	0	-1	-6	-1	1	-4[fluorescence artefact?]
30	CCn1c(O)c2ccc(C(=O)N=NC(=O)c3cccnc3)cc2c1O	6	-7	3	0	-1	-25	-1	-6	3[fluorescence artefact?]

# Random excerpt: three compounds from above.
cpd	structure	FXIIa inh 1536	FXIa inh	Wee1 stabilizer	Runt-CBFb FRET	Hck Nef HTS	KLK5 inh	Runt-SMMHC FRET	Thrombin inh	14-3-3 Bad PPI
25	COC(=O)c1c(NC(=O)C2Cc3ccccc3C(=O)O2)sc2c1CCCC2 (stereo not drawn)	3	-4	-3	-3	24	13	0	20	-16[fluorescence artefact?]
26	CNc1nc2c(Cl)cc(Cl)cc2s1	7	2	0	-2	8	0	-2	1	-4
23	Cn1ncc(C#N)c1NC(=O)C1CC(c2c(F)cccc2Cl)=NO1 (stereo not drawn)	19	9	1	2	0	-4	-134	6	7

# (further entries)
cpd	structure	FXIIa inh 1536	FXIa inh	Wee1 stabilizer	Runt-CBFb FRET	Hck Nef HTS	KLK5 inh	Runt-SMMHC FRET	Thrombin inh	14-3-3 Bad PPI
31	CC(=O)c1ccc2c(c1)CC(C)C(=O)N2C (stereo not drawn)	10	4	-1	-1	4	-11	-1	-2	7
32	CCOC(=O)CC(=O)CSc1nc(-c2ccc3c(c2)OCO3)cc(C(F)(F)F)c1C#N	1	-20	2	-55	1	3	-205	-7	8[fluorescence artefact?]
33	COC(CNC(=O)C(=O)NCC1OCCN1C(=O)c1ccc(Cl)cc1)OC (stereo not drawn)	2	-7	0	-1	-8	-5	3	-2	4
34	CCOC(=O)c1nn(-c2ccc(C)cc2)c(C)c1C(C)=O	3	6	0	1	1	3	-1	-1	12
35	Cc1ccc(-c2nnn(CC(=O)N(Cc3ccco3)C(C(=O)NC(C)(C)C)c3ccc(C)o3)n2)o1 (stereo not drawn)	17	3	1	0	14	15	2	4	-7
36	CC(C)CNS(=O)(=O)c1ccc(CCC(=O)NCCC2=CCCCC2)cc1	14	0	-2	-1	20	-4	0	6	-1
37	CC1(C(=O)NC(=S)NNC(=O)c2ccncc2)CCCCC1	2	4	-4	2	3	-79	1	-5	-19
38	Cc1ccc(Sc2nnc(-c3ccccc3)cc2C#N)cc1	18	4	-1	-1	-20	-3	-7	2	1
39	COc1cccc(CC2(CO)CCCN(CC3=Cc4cc(Cl)ccc4OC3)C2)c1 (stereo not drawn)	2	-3	-2	-2	-13	-3	-4	-8	-16
40	O=C1NC(=O)C(Cc2ccccc2)(c2cccnc2)N1 (stereo not drawn)	9	5	0	1	1	1	-2	1	1
41	O=S1(=O)CC/C(=N\O)c2ccccc21	6	0	-1	0	9	-8	2	-3	3
42	COc1ccc(C(=O)NC(=S)N2CCNC(=O)C2)cc1Br	2	-16	1	0	23	-2	1	-8	-10
43	O=c1cc(N2CCCCC2)c(-c2ccccc2)nn1Cc1cccc(Cl)c1	8	-4	2	-5	0	-26	-1	-3	-11
44	CCCNS(=O)(=O)c1ccc(OCC(=O)Nc2ccc3c(c2)OCO3)cc1	6	-1	-1	0	24	0	-1	-6	-7
45	COc1ccc(OC)c2c(C)cc(N3CCN(C(=O)c4ccc(Cl)cc4)CC3)nc12	12	4	1	-4	0	-3	-1	-4	7
46	O=C(Cn1c(COc2ccccc2)nc2ccccc21)Nc1cc(Cl)cc(Cl)c1	0	4	3	3	4	-22	-16	-6	23
47	O=C(NC(=S)NCCC1=CCCCC1)c1ccco1	.	-2	2	0	1	2	-6	-4	-6
48	COC(=O)c1ccc(-n2cncn2)c([N+](=O)[O-])c1	.	-2	-2	0	0	-1	-2	-6	-10
49	CC(C)Cn1c(N)c(C(=O)CSc2ccc3c(c2)OCCO3)c(=O)n(C)c1=O	5	-2	-2	-2	0	-11	-1	2	3[fluorescence artefact?]
50	Cc1ccc(-n2c(SCC(=O)Nc3ccc(N4CCOCC4)cc3)nc3ccccc3c2=O)cc1	11	3	2	-4	6	-8	1	-17	3[fluorescence artefact?]
51	CC(C)OC(=O)/C(=C/c1ccco1)c1ccccc1	4	6	0	4	-25	-9	-8	3	1
52	COc1cc(OC)c2c(-c3ccccc3)cc(=O)oc2c1C(CCN1CCCCC1)c1ccc2c(c1)OCO2 (stereo not drawn)	13	2	.	1	28	1	1	4	-2
53	COc1cccc(NC(=O)CSc2nc3ccsc3c(=O)n2-c2ccc(C(=O)O)cc2)c1	6	-6	-3	-2	-1	-5	0	-16	-8
54	O=C(COC(=O)CCSc1ccc(Cl)cc1)NCc1ccco1	-1	-5	-2	3	8	-8	-5	-3	-3
55	S=c1[nH]cnc2sc(Nc3ccccc3)nc12	7	7	0	45	-92	-5	37	0	-10
56	COc1ccc(NS(=O)(=O)c2ccc3nc(COc4ccc5ccccc5c4)[nH]c3c2)cc1	8	-4	-1	1	-1	-5	-6	-14	-2
57	CCOC(=O)c1sc(NC(=O)C(CC)Sc2nnc3c4ccccc4n(C(C)C)c3n2)nc1C (stereo not drawn)	16	4	0	-2	1	-4	1	2	9
58	C=CCNC(=S)NN=C1CCCCCCC1	10	2	0	2	16	1	-4	-8	-5
59	COc1cccc(CNc2nc3nc(C)cc(=O)n3[nH]2)c1	3	-5	-4	-1	0	0	1	-5	-11[fluorescence artefact?]
60	CCOC(=O)c1c(C)n(C)c2c(C)cc(O)c(OC(C)=O)c12	-8	-5	-2	1	0	-9	-2	-9	-6
61	Cn1c(=O)c(=O)n(C)c2cc(S(=O)(=O)N3CCOCC3)ccc21	12	-7	12*	-2	3	-6	-2	-4	-10
62	COc1ccc(Cl)cc1C(=O)NNC(=O)CSc1nnc2ccccn12	0	-7	-1	0	13	-4	51	-5	-7
63	CCC1(C)NC(=O)N(CC(=O)Nc2sc3c(c2C(=O)OC)CCCCC3)C1=O (stereo not drawn)	5	14	-1	-1	2	-9	-1	-2	4
64	COc1ccc(CN2CCN(Cc3cccc4nonc34)CC2CCO)c(C)c1C (stereo not drawn)	11	1	3	-2	0	.	2	0	-4
65	COCCNC(=O)CSc1nc2ccccc2c(=O)n1CCC(=O)NCCc1ccc(OC)c(OC)c1	9	2	-3	-1	4	5	4	12	3
66	CCOC(=O)c1sc(NC(=O)c2ccccc2)cc1C	21	3	4	2	5	-6	1	2	5
67	Cc1ccc(OCCC(=O)Nc2ccc(F)c(F)c2)cc1	9	-1	-2	-1	-25	-6	4	-1	6[fluorescence artefact?]
68	CCCCCCOc1ccc(/C(N)=N/O)cc1	9	1	-1	-2	-1	1	1	4	3
69	Cc1nn(C)c(C(=O)NNC(=S)NC2CCCCC2)c1Br	12	4	-2	6	-7	.	2	3	-13
70	NC(=O)c1ccccc1NC(=O)CS(=O)(=O)Cc1ccccc1	14	4	-1	1	-6	-11	-5	6	4[fluorescence artefact?]
71	Fc1ccc(OCc2nnc(SCCN3CCOCC3)o2)cc1	3	-7	0	-4	-11	-4	4	1	4[fluorescence artefact?]
72	S=C(NCCC1=CCCCC1)NCc1ccco1	0	-4	-2	1	1	.	0	-6	-6
73	CCOc1ccc(CCN2CN(C3CCCCC3)CNC2=S)cc1OCC	9	-1	1	0	18	0	1	-6	0
